NSD2 inh = inhibitors of human NSD2 methyltransferase; O96028; NSD2-SET H3K36me1 DELFIA fluorescence, biochemical; inhibition, % at 12.5 µM; actives 0.07% (n = 44,000); in the data active = inhibition above about 54%, passing the limit was not always enough; inconclusive = no clear call, values can overlap the other calls;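 also: inhibitors reduce the monomethyl H3K36 fluorescence signal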
Target sequence (O96028 whole entry, looked up): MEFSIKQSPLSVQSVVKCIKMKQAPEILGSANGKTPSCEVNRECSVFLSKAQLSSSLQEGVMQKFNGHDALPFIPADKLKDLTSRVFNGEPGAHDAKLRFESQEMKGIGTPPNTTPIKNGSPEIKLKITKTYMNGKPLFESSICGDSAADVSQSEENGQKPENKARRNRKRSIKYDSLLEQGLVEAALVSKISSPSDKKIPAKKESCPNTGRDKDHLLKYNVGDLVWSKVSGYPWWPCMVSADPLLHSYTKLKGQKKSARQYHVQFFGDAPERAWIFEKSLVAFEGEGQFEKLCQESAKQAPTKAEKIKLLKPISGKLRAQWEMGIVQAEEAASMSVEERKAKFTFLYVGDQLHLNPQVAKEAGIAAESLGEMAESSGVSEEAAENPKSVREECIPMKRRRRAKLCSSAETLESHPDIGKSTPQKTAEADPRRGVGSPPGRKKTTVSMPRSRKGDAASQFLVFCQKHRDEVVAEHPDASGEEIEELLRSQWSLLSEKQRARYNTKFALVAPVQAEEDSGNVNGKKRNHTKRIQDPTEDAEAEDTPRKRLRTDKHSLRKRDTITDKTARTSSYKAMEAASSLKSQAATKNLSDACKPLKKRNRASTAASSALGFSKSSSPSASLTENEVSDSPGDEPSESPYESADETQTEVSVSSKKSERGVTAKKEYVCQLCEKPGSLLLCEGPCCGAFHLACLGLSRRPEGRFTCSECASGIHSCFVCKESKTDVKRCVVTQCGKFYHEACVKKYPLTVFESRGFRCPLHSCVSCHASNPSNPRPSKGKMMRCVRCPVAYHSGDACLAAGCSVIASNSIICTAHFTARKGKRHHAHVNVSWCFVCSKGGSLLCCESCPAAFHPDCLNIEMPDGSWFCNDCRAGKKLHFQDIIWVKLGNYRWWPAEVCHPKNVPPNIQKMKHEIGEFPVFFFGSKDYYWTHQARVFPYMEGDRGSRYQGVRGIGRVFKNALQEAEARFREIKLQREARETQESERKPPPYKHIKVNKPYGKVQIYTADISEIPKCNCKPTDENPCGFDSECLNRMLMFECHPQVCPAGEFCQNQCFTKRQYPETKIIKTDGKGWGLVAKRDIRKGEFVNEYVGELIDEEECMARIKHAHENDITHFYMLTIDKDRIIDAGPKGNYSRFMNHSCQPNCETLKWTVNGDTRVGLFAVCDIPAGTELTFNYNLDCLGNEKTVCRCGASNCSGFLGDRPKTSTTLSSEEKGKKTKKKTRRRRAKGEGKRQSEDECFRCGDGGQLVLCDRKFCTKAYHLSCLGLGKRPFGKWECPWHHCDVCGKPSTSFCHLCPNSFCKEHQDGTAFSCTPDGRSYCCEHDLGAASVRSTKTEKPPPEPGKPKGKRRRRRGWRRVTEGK
The depositor's hits bear a star; ? = inconclusive. Some of the compounds tested. The share of hits here may be higher or lower than overall.

Sample of the layout:
SMILES	NSD2 inh
COc1ccc(CN(C)C[C@@H]2Oc3ccc(NC(=O)Nc4ccc5c(c4)OCO5)cc3CC(=O)N([C@H](C)CO)C[C@@H]2C)cc1	-7
C[C@H]1CN([C@@H](C)CO)C(=O)Cc2cc(NC(=O)Cc3ccccc3)ccc2O[C@H]1CN(C)C(=O)Nc1ccc(F)cc1	4
C[C@@H]1CN([C@H](C)CO)C(=O)c2cc(NC(=O)c3ccncc3)ccc2O[C@@H]1CN(C)Cc1ccc(C(=O)O)cc1	3
COC(=O)CCCCCCC(=O)N/N=C/c1ccc(C#N)cc1	-2
Cc1noc(C)c1NC(=O)N(C)C[C@H]1Oc2ccc(NC(=O)Nc3ccc4c(c3)OCO4)cc2CC(=O)N([C@H](C)CO)C[C@H]1C	-1

This part in full (from the top)
SMILES	NSD2 inh
COc1ccc(CN(C)C[C@@H]2Oc3ccc(NC(=O)Nc4ccc5c(c4)OCO5)cc3CC(=O)N([C@H](C)CO)C[C@@H]2C)cc1	-7
C[C@H]1CN([C@@H](C)CO)C(=O)Cc2cc(NC(=O)Cc3ccccc3)ccc2O[C@H]1CN(C)C(=O)Nc1ccc(F)cc1	4
C[C@@H]1CN([C@H](C)CO)C(=O)c2cc(NC(=O)c3ccncc3)ccc2O[C@@H]1CN(C)Cc1ccc(C(=O)O)cc1	3
COC(=O)CCCCCCC(=O)N/N=C/c1ccc(C#N)cc1	-2
Cc1noc(C)c1NC(=O)N(C)C[C@H]1Oc2ccc(NC(=O)Nc3ccc4c(c3)OCO4)cc2CC(=O)N([C@H](C)CO)C[C@H]1C	-1
Cc1ccc(S(=O)(=O)N(C)C[C@@H]2Oc3ccc(NC(=O)C4CC4)cc3CC(=O)N([C@H](C)CO)C[C@H]2C)cc1	7
Cc1ccc(S(=O)(=O)N(C)C[C@H]2OCCCC[C@H](C)Oc3ccc(NS(=O)(=O)c4cn(C)cn4)cc3C(=O)N([C@@H](C)CO)C[C@@H]2C)cc1	0
COc1ccc(COCC23N=C4SCC(=O)N4[C@H](c4ccccc4O2)[C@H]3CO)cc1	-6
C[C@@H]1CN([C@@H](C)CO)C(=O)c2cc(N(C)C)ccc2O[C@@H]1CN(C)S(C)(=O)=O	-3
COc1cc2c(cc1OC)CN(C(=O)[C@@H]1[C@H]3C(=O)O[C@H](c4ccccc4)[C@H](c4ccccc4)N3[C@H](c3ccccc3OCCO)[C@@]13C(=O)Nc1ccc(C#CCNC(N)=O)cc13)CC2	3

Individual results from the entries so far.
Result for C[C@H]1CN([C@@H](C)CO)C(=O)Cc2cc(NC(=O)Cc3ccccc3)ccc2O[C@H]1CN(C)C(=O)Nc1ccc(F)cc1 under NSD2 inh: 4
Result for Cc1ccc(S(=O)(=O)N(C)C[C@H]2OCCCC[C@H](C)Oc3ccc(NS(=O)(=O)c4cn(C)cn4)cc3C(=O)N([C@@H](C)CO)C[C@@H]2C)cc1 under NSD2 inh: 0

Next structures follow:
SMILES	NSD2 inh
CC(=O)N(C)C[C@@H]1Oc2cc(-c3ccc(C#N)cc3)ccc2S(=O)(=O)N([C@@H](C)CO)C[C@H]1C	4
C[C@H](CO)N1C[C@H](C)[C@H](CN(C)C)Oc2ccc(NC(=O)CCCN(C)C)cc2C1=O	3
CNC[C@H]1Oc2ncc(Br)cc2C(=O)N([C@@H](C)CO)C[C@@H]1C	4
COc1cccc(-c2ccc3c(c2)O[C@H](CN(C)C(C)=O)[C@H](C)CN([C@H](C)CO)S3(=O)=O)c1	-9
CC(C)NC(=O)N(C)C[C@@H]1Oc2ccc(NC(=O)Nc3ccc(F)cc3)cc2CC(=O)N([C@H](C)CO)C[C@@H]1C	9
C[C@H](CO)N1C[C@H](C)[C@@H](CN(C)Cc2ccc(C(F)(F)F)cc2)Oc2ccc(NC(=O)CCC(F)(F)F)cc2CC1=O	10
C[C@H]1CN([C@@H](C)CO)C(=O)c2cccc(NS(=O)(=O)c3ccccc3)c2O[C@H]1CN(C)S(=O)(=O)c1ccccc1	2
C[C@@H]1CN([C@@H](C)CO)C(=O)c2cccc(NS(C)(=O)=O)c2O[C@@H]1CN(C)C(=O)Nc1cccc2ccccc12	-2
C[C@@H]1CCCCO[C@@H](CN(C)S(=O)(=O)c2cn(C)cn2)[C@@H](C)CN([C@@H](C)CO)C(=O)c2cc(NC(=O)c3ccccc3)ccc2O1	4
O=C1O[C@@H](c2ccccc2)[C@@H](c2ccccc2)N2[C@@H](c3ccccc3OCCO)[C@]3(C(=O)Nc4ccccc43)[C@@H](C(=O)O)[C@H]12	-10

In the list so far, three contain fluorine:
SMILES	NSD2 inh
C[C@H]1CN([C@@H](C)CO)C(=O)Cc2cc(NC(=O)Cc3ccccc3)ccc2O[C@H]1CN(C)C(=O)Nc1ccc(F)cc1	4
CC(C)NC(=O)N(C)C[C@@H]1Oc2ccc(NC(=O)Nc3ccc(F)cc3)cc2CC(=O)N([C@H](C)CO)C[C@@H]1C	9
C[C@H](CO)N1C[C@H](C)[C@@H](CN(C)Cc2ccc(C(F)(F)F)cc2)Oc2ccc(NC(=O)CCC(F)(F)F)cc2CC1=O	10

Later entries:
SMILES	NSD2 inh
O=S(=O)(N[C@@H]1CCCN(Cc2ccc(OCCO)cc2)C1)c1cc(Cl)ccc1Cl	3
O=C(CCCCCCC(=O)Nc1ccccc1O)N/N=C/c1ccc(CO)o1	8
C[C@H]1CN([C@@H](C)CO)S(=O)(=O)c2ccc(/C=C/c3ccccc3)cc2O[C@H]1CN(C)C(=O)c1ccncc1	-1
Cc1noc(C)c1NC(=O)Nc1ccc2c(c1)C(=O)N([C@H](C)CO)C[C@@H](C)[C@@H](CN(C)C(=O)NC(C)C)O2	13
COCC(=O)N(C)C[C@@H]1Oc2ncc(C#CCC3CCCC3)cc2C(=O)N([C@H](C)CO)C[C@@H]1C	-2
C[C@H](CO)N1C[C@H](C)[C@@H](CN(C)Cc2ccccc2C(=O)O)OCc2cnnn2CCCC1=O	6
O=C(C[C@@H]1C=C[C@@H](NC(=O)c2cccnc2)[C@H](CO)O1)NCCN1CCCCC1	1
C[C@H]1CN([C@@H](C)CO)C(=O)c2cc(N(C)C)ccc2O[C@H]1CN(C)S(=O)(=O)c1ccc(F)cc1	-4
O=C(N/N=C/c1ccc(S(=O)(=O)O)o1)c1ccccc1O	1
CC(=O)N(C)C[C@H]1Oc2ncc(-c3ccc(F)cc3)cc2C(=O)N([C@H](C)CO)C[C@@H]1C	-1
Cc1ccccc1-c1ccc2c(c1)O[C@@H](CN(C)C(=O)Nc1ccccc1)[C@@H](C)CN([C@H](C)CO)S2(=O)=O	-9
O=C(C[C@H]1C[C@@H]2c3cc(NC(=O)C4CCC4)ccc3O[C@@H]2[C@@H](CO)O1)NCC(F)(F)F	-6
COCC#Cc1ccc2c(c1)O[C@H](CN(C)C(C)=O)[C@@H](C)CN([C@@H](C)CO)S2(=O)=O	-6
COc1ccccc1-c1cnc2c(c1)C(=O)N([C@H](C)CO)C[C@H](C)[C@@H](CN(C)Cc1cccnc1)O2	-31
C[C@H](CO)N1C[C@H](C)[C@@H](CN(C)C(=O)Nc2ccc(C(F)(F)F)cc2)Oc2ccc(NC(=O)Nc3ccc4c(c3)OCO4)cc2CC1=O	-1
Cc1ccc(S(=O)(=O)Nc2ccc3c(c2)C(=O)N([C@H](C)CO)C[C@@H](C)[C@@H](CN(C)C(=O)Nc2c(C)noc2C)O3)cc1	1
CNC[C@@H]1OCCCC[C@H](C)Oc2ccc(NC(=O)Nc3ccc(C(F)(F)F)cc3)cc2C(=O)N([C@@H](C)CO)C[C@@H]1C	5
C[C@@H]1CCCCO[C@@H](CN(C)S(C)(=O)=O)[C@H](C)CN([C@H](C)CO)C(=O)c2cc(NC(=O)C3CCCCC3)ccc2O1	2
COc1ccc(S(=O)(=O)N(C)C[C@@H]2Oc3ccc(NS(=O)(=O)c4c(C)noc4C)cc3CC(=O)N([C@@H](C)CO)C[C@H]2C)cc1	-3
C[C@H](CO)N1C[C@H](C)[C@H](CN(C)S(=O)(=O)c2cn(C)cn2)Oc2c(NC(=O)NC3CCCCC3)cccc2C1=O	-1
O=C(CSc1nnnn1-c1ccccc1F)N1c2ccccc2Sc2ccc(Cl)cc21	3
C[C@@H]1CCCCO[C@@H](CN(C)S(=O)(=O)c2cccs2)[C@@H](C)CN([C@H](C)CO)C(=O)c2cc(NS(=O)(=O)c3cccs3)ccc2O1	0
Cc1cc(C(=O)Nc2cccc3c2O[C@@H](CN(C)S(=O)(=O)c2ccc(Cl)cc2)[C@@H](C)CN([C@H](C)CO)C3=O)n(C)n1	2
Cc1cc(C(=O)Nc2cccc3c2O[C@H](CN(C)CC2CC2)[C@H](C)CN([C@@H](C)CO)C3=O)n(C)n1	6
CC(C)CC#Cc1ccc2c(c1)O[C@H](CN(C)C(=O)NC(C)C)[C@H](C)CN([C@@H](C)CO)S2(=O)=O	-5
C[C@@H]1CN([C@H](C)CO)C(=O)c2cc(NC(=O)C3CCCCC3)ccc2O[C@@H]1CN(C)Cc1ccccc1	2
C[C@H]1CN([C@@H](C)CO)C(=O)c2cc(Br)cnc2O[C@@H]1CN(C)C(=O)C1CCCCC1	-1
COc1ccc(NC(=O)N(C)C[C@@H]2OCCCC[C@@H](C)Oc3ccc(NC(=O)Nc4cccc5ccccc45)cc3C(=O)N([C@H](C)CO)C[C@@H]2C)cc1	6
C[C@H](CO)N1C[C@H](C)[C@@H](CN(C)C(=O)Nc2ccccc2)Oc2ncc(-c3ccccc3)cc2C1=O	-1
O=C(C[C@H]1CC[C@H](NC(=O)Nc2ccc(C(F)(F)F)cc2)[C@H](CO)O1)NCCN1CCCC1	-2
COc1cccc(-c2ccc3c(c2)O[C@H](CN(C)C(=O)c2ccccc2F)[C@H](C)CN([C@H](C)CO)S3(=O)=O)c1	1
CCCN(C)C[C@@H]1OCc2cn(nn2)CCCC(=O)N([C@@H](C)CO)C[C@@H]1C	2
COc1ccc(NC(=O)Nc2ccc3c(c2)C(=O)N([C@H](C)CO)C[C@H](C)[C@H](CN(C)C(=O)c2ccccc2)OCCCC[C@@H](C)O3)cc1	-2
CC(C)NC(=O)Nc1cccc2c1O[C@@H](CN(C)Cc1ccccc1)[C@H](C)CN([C@@H](C)CO)C2=O	?
O=C(/C=C/c1ccc(OCCCc2ccccc2)cc1)NO	-3
Cc1ccc(S(=O)(=O)Nc2ccc3c(c2)CC(=O)N([C@H](C)CO)C[C@H](C)[C@@H](CN(C)C(=O)Nc2cccc4ccccc24)O3)cc1	9
COc1c2c(c(C)c3c1C(=O)OC3)OC1(C)CC(O)C(C(C)(C)O)C(C)(CCC(=O)O)C1C2 (configuration not stated)	4
Cc1noc(C)c1NC(=O)N(C)C[C@@H]1Oc2c(NS(=O)(=O)c3ccc(Cl)cc3)cccc2C(=O)N([C@H](C)CO)C[C@H]1C	1
COc1ccc(NC(=O)N(C)C[C@@H]2OCCCC[C@@H](C)Oc3ccc(NS(=O)(=O)c4ccccc4)cc3C(=O)N([C@H](C)CO)C[C@@H]2C)cc1	0
C[C@@H]1CN([C@H](C)CO)C(=O)CCCn2nncc2CO[C@H]1CN(C)S(=O)(=O)c1ccc(-n2cccn2)cc1	4
COC(=O)c1ccc([C@@H]2C=C(C(=O)NCc3ccccc3)O[C@H](OCCCCO)C2)cc1	-1
CC(C)NC(=O)N(C)C[C@@H]1OCCCC[C@H](C)Oc2ccc(NC(=O)Nc3cccc4ccccc34)cc2C(=O)N([C@@H](C)CO)C[C@H]1C	-1
COc1ccc(NC(=O)Nc2ccc3c(c2)CC(=O)N([C@H](C)CO)C[C@H](C)[C@@H](CN(C)S(=O)(=O)c2cn(C)cn2)O3)cc1	6
CC(C)NC(=O)N(C)C[C@H]1Oc2ccc(NC(=O)Nc3ccc4c(c3)OCO4)cc2C(=O)N([C@@H](C)CO)C[C@@H]1C	5
C[C@H](CO)N1C[C@H](C)[C@@H](CN(C)Cc2ccccc2)Oc2ncc(Br)cc2C1=O	3
C[C@H]1CN([C@@H](C)CO)C(=O)Cc2cc(NC(=O)Nc3cccc4ccccc34)ccc2O[C@@H]1CN(C)Cc1ccc(Oc2ccccc2)cc1	-2
Cc1noc(C)c1NC(=O)N(C)C[C@H]1Oc2ncc(C#CCC(C)C)cc2C(=O)N([C@H](C)CO)C[C@@H]1C	-2
C[C@@H]1CCCCO[C@H](CN(C)Cc2ccc(C(F)(F)F)cc2)[C@H](C)CN([C@H](C)CO)C(=O)c2cc(NS(=O)(=O)c3cn(C)cn3)ccc2O1	-5
C[C@H](CO)N1C[C@H](C)[C@@H](CN(C)Cc2ccncc2)OCCCC[C@H](C)Oc2ccc(NC(=O)Cc3ccccc3)cc2C1=O	4
C[C@H](CO)N1C[C@H](C)[C@H](CN(C)Cc2ccc(Oc3ccccc3)cc2)Oc2ncc(-c3cncnc3)cc2C1=O	-3

Continuation.
SMILES	NSD2 inh
C[C@H]1CCCCO[C@H](CN(C)C(=O)Nc2cccc3ccccc23)[C@@H](C)CN([C@@H](C)CO)C(=O)c2cc(NC(=O)C3CCCCC3)ccc2O1	-4
C[C@H](CO)N1C[C@H](C)[C@H](CN(C)C(=O)Nc2ccc3c(c2)OCO3)Oc2cc(C#Cc3ccncc3)ccc2S1(=O)=O	3
O=C(C[C@H]1C[C@@H]2c3cc(NC(=O)Nc4ccc(C(F)(F)F)cc4)ccc3O[C@@H]2[C@@H](CO)O1)NCCc1ccccc1	-11
C[C@@H]1CCCCO[C@H](CN(C)C(=O)C2CCCCC2)[C@@H](C)CN([C@H](C)CO)C(=O)c2cc(NC(=O)c3ccncc3)ccc2O1	3
O=C(C[C@@H]1C[C@@H]2c3cc(NC(=O)C4CCC4)ccc3O[C@@H]2[C@@H](CO)O1)NCc1ccc(-c2ccccc2)cc1	6
C[C@@H]1CN([C@@H](C)CO)C(=O)c2cc(NS(C)(=O)=O)ccc2O[C@@H]1CN(C)Cc1ccc(-c2ccccc2)cc1	-5
C[C@H]1CN([C@@H](C)CO)C(=O)c2cc(NC(=O)Nc3cccc4ccccc34)ccc2O[C@H]1CN(C)S(C)(=O)=O	1
C[C@@H]1CN([C@@H](C)CO)C(=O)c2cc(-c3cccc(C#N)c3)cnc2O[C@@H]1CN(C)C(=O)C1CCC1	-5
C[C@@H]1CN([C@H](C)CO)C(=O)c2cc(-c3ccc(F)cc3)cnc2O[C@H]1CN(C)C(=O)NC1CCCC1	-2
C[C@@H]1CN([C@H](C)CO)C(=O)c2cccc(NC(=O)NC3CCCCC3)c2O[C@H]1CN(C)Cc1ccc(Cl)c(Cl)c1	-1
